ERp5 inh: blocks human ERp5 reductase activity on insulin. Q15084. ERp5 insulin aggregation, absorbance 650 nm, 90 min. inhibition, % at 9.99 µM. actives 0.05% (n = 350,000);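 active means mean replicate inhibition above about 25%, with every replicate also reaching it, limit read from the data, passing the limit was not always enough; inconclusive means only one of those two criteria met; inactive means neither criterion met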
Target sequence (Q15084 whole entry, looked up): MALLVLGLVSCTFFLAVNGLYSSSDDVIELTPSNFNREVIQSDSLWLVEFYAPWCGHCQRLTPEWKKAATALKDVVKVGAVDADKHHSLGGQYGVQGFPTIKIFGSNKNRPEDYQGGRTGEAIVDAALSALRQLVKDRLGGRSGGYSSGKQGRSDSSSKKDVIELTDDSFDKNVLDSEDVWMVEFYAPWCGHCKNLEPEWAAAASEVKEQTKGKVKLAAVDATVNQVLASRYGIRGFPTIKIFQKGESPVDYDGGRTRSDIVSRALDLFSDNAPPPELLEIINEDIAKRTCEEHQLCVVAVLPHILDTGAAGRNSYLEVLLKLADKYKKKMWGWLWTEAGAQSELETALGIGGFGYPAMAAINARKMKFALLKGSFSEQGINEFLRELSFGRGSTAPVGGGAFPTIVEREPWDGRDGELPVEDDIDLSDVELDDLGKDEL
E-sel inducer: E-selectin induction on HUVECs. activation, % at 7.58 µM. HUVEC E-selectin immunofluorescence imaging; normalized: neutral wells 0, TNF-alpha wells 100. AID 686992. actives 0.37% (n = 260,000);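 active means mean E-selectin-positive cell signal at least 10% of the positive control, reached in at least 60% of replicates, without over 20% cell loss; inconclusive means no rule given, readout overlaps actives, possibly toxicity-flagged; inactive means the rest, including those meeting only one limit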;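 further: in these data hits start at about 27%; measured in HUVEC primary endothelial cells; signal is the percent of cells scored E-selectin positive by PE staining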
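Read-out: % PE-positive cells | Test system: HUVEC | Doses: One compound dose added by pin transfer | Buffer or medium: EGM-2 over gelatin coat | Signal: Immunofluorescence imaging | Benchmarks: TNF-alpha, DMSO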
ERAP1 inh: inhibitors of human ERAP1 aminopeptidase. recombinant ERAP1, Leu-AMC fluorescence, 60 min. inhibition, % at 10.7 µM. actives 0.15% (n = 340,000). AID 652197;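 active means mean replicate inhibition of at least 30%, or all replicates individually reaching that 30% level; inactive means mean below 30% and not every replicate reaching it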;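 further: 0% = neutral control wells and 100% = L-leucinethiol positive control wells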
XiGFP reactiv: activators of X-chromosome reactivation in mouse fibroblasts. XiGFP mouse fibroblasts, % GFP-positive cells imaging, 3 d; cells co-treated with 5-aza-dC sensitizer; scaled so ellipticine positive control = 100%. activation, % at 7.58 µM. actives 0.055% (n = 360,000);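 active means mean normalized replicate activation at least 10% and every replicate at or above 10%; inconclusive means only one of the two criteria met; inactive means mean below 10% and not all replicates reach 10%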;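 further: 0% = median of on-plate neutral control wells and 100% = ellipticine 6 µM median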
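System: SV40-immortalized XiGFP fibroblast cells, line 68-5-11 / Incubation: 3-day compound exposure, then 15 min fixation at room temperature / Compound: single concentration per compound, delivered by pin transfer / Buffer or medium: DMEM plus 5-aza-dC sensitizer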
RAD52 inh: inhibitors of human RAD52 DNA annealing; recombinant RAD52 DNA annealing, FRET fluorescence; inhibition, % at 18.7 µM; actives 0.46% (n = 360,000); AID 651710;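 active means every replicate showing at least 50% inhibition; inconclusive means mean inhibition at least 50% but not in every replicate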
Target sequence (P43351 whole entry, looked up): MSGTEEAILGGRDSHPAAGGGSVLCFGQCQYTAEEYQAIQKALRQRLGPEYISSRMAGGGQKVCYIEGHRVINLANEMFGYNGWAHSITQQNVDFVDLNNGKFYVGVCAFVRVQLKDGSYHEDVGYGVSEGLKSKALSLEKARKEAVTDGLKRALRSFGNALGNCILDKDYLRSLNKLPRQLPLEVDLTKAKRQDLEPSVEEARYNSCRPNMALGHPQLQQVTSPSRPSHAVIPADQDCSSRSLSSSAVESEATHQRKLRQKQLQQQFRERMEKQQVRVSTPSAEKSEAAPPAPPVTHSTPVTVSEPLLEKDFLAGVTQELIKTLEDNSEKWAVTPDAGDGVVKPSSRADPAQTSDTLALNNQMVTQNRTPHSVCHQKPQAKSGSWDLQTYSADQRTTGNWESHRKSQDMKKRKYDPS
S100A4 MyoIIA: S100A4-myosin IIA interaction inhibition | P26447 | S100A4/TAMRA-MyoIIA peptide fluorescence polarization | inhibition, % at 10.7 µM | actives 0.14% (n = 360,000) | AID 652163;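 active means mean inhibition of at least 70% across replicates, with every replicate also reaching that level; inconclusive means mean inhibition reaches 70% but some replicates fall short; inactive means mean inhibition below 70%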
Target sequence (P26447 whole entry, looked up): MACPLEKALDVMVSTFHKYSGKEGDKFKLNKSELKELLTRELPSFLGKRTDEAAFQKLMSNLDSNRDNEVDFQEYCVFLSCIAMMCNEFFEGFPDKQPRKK
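assay system = human S100A4 monomer with TAMRA-labelled myosin IIA peptide | also added = labelled myosin peptide probe, 5 nM | incubation = 5 min between mix addition and reading | control set = DMSO and TFP controls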
RAD54 inh: blocks human RAD54 Holliday junction branch migration; Q92698; FAM/BHQ fluorescence; inhibition, % at 10.4 µM; actives 0.14% (n = 360,000); AID 602329;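 active means mean normalized replicate activity at least 40 and at least half of replicates scoring 40 or more; inconclusive means only one of the two criteria met; inactive means mean below 40 and under half of replicates reaching 40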;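 further: 0% = median of neutral control wells and 100% = median of positive control wells; inhibitors cause a drop in the FAM fluorescence signal; in these data hits start at about 50%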
esBAF inh: SWI/SNF esBAF complex inhibition | mouse ES cells, Bmi1-luciferase knock-in reporter, 24 h; 100% = twice the neutral-well signal | reporter increase, % at 12.5 µM | actives 2% (n = 350,000) | AID 602393; in the data active means activation above about 40%; inconclusive means no clear call, values can overlap the other calls;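 further: 0% = median of the plate's neutral control wells and 100% = double that signal; a rise in the Bmi1 reporter signal indicates esBAF inhibition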
* hit, by the source's call; ? = inconclusive; . = no result given; & = joins results of further samples.

SMILES | ERp5 inh | E-sel inducer | ERAP1 inh | XiGFP reactiv | RAD52 inh | S100A4 MyoIIA | RAD54 inh | esBAF inh
COc1ccc(NC(=O)CCCOc2ccc(C)cc2)cc1S(=O)(=O)N1CCCCC1 | -1.3 | -0.1 | -3.3 | 0.3 | -12.3 | -3.8 | -0.3 | 14.0
Cc1ccc(CC2(C)C(=O)Nc3c(Cl)ccc(Cl)c32)cc1 (configuration not stated) | -0.4 | -0.2 | -0.8 | 0.0 | -13.1 | 0.1 | 4.0 | 5.0
COc1ccc(-c2cc(C(=O)Nc3cc(S(N)(=O)=O)ccc3C)c3ccccc3n2)cc1OC | 1.4 | 0.0 | 2.9 | 0.0 | -8.5 | -2.4 | . | 14.4
C=CCn1c(SCC(=O)N2CCOCC2)nnc1C(C)NC(=O)c1ccccc1 (configuration not stated) | 5.5 | -0.3 | -0.2 | 0.3 | -15.1 | 0.4 | -1.6 | 1.6
Cn1cnc2nc(Cl)nc(Cl)c21 | -2.3 | 0.5 | 0.5 | 0.2 | 9.4 | -4.2 | . | 10.6
CCCCN(C)c1c(C)nc2ccc(C(=O)Nc3ccc(OC)c(OC)c3)cn12 | 3.6 | 0.0 | 1.2 | 0.1 | 3.0 | 2.9 | 0.1 | 1.2
COc1ccc(S(=O)(=O)N2CCN(C(=O)c3ccc(NC(C)=O)cc3)CC2)cc1 | . | -0.9 | 0.0 | 0.0 | -8.1 | -3.1 | -6.0 | 0.7
C[C@H](CO)N1C[C@H](C)[C@@H](CN(C)C(=O)Nc2cccc3ccccc23)Oc2ccc(NC(=O)C3CC3)cc2CC1=O | -4.6 | -0.3 | -1.4 | 0.1 | 1.4 | 6.7 | 8.5 | 0.6
CCCC#Cc1ccc2c(c1)O[C@H](CN(C)C(=O)Nc1ccc(OC)cc1)[C@H](C)CN([C@@H](C)CO)S2(=O)=O | 10.2 | . | -0.5 | 0.6 | 8.8 | 6.0 | 3.8 | -6.6
Nc1ncnc2c1ncn2[C@@H]1O[C@H](CNCc2ccc(-c3cc(C(F)(F)F)ccc3Cl)o2)[C@@H](O)[C@H]1O | -0.5 | . | . | 0.1 | -2.6 | -3.4 | 18.5 | -2.4
COc1cc(NC(=O)c2ccccc2[N+](=O)[O-])c(C(=O)O)cc1OC | -0.3 | -0.3 | -1.5 | 0.0 | -12.7 | 6.3 | -9.2 | 2.4
O=C1CC(c2ccccc2)C(C(=O)O)N1 (configuration not stated) | 2.5 | ? | -1.6 | 0.3 | -12.7 | -1.4 | -8.4 | -1.1
O=C(C[C@@H]1CC[C@H](NC(=O)c2cccnc2)[C@@H](CO)O1)NCc1ccncn1 | 2.3 | 0.4 | 1.8 | 0.3 | -0.2 | -17.5 | 3.8 | 3.7
O=S(=O)(c1ccc2c(c1)OCCO2)N1CCc2ccccc21 | 3.0 | . | -0.9 | 0.0 | -7.6 | -2.2 | 5.6 | -6.5
COc1cc(NC(=S)NCC2CCCO2)c(OC)cc1Cl (configuration not stated) | -0.3 | . | 9.5 | 0.3 | -8.6 | -9.9 | 5.2 | -0.3
COc1cccc(S(=O)(=O)N2C[C@@H](O)COC[C@@H]3O[C@H](CC(=O)N4CCN(c5ccccc5)CC4)CC[C@H]32)c1 | -0.5 | 0.0 | 0.6 | 0.2 | -23.2 | -16.8 | 3.2 | 0.8
C=CCOc1c(CNc2ccc3[nH]c(=O)[nH]c3c2)cccc1OC | -1.2 | 2.5 | -1.4 | -0.1 | -4.5 | -2.5 | . | .
CCOc1ccccc1NC(=O)c1cc(-c2ccncc2)nc2c(Cl)cccc12 | 0.0 | -1.8 | -2.3 | 0.6 | -9.6 | 5.9 | . | .
NC(=O)CC(NC(=O)Cc1cccc2ccccc12)c1ccc(NC2CCCCCC2)c([N+](=O)[O-])c1 (configuration not stated) | -6.8 | 0.0 | 5.1 | -0.2 | -110.2 | 1.2 | 4.4 | 1.2
O=C(N/N=C/c1ccc(N2CCOCC2)s1)c1ccc(O)cc1 | -3.9 | -0.6 | -1.1 | 0.0 | -49.5 | 4.4 | -6.4 | 14.8
COc1ccccc1OCc1n[nH]c(=S)n1Cc1ccccc1 | -3.4 | . | 1.4 | -0.1 | -7.2 | -0.4 | . | .
CNC[C@H]1Oc2c(NC(=O)c3cnccn3)cccc2C(=O)N([C@@H](C)CO)C[C@H]1C | -5.3 | 0.1 | 4.3 | -0.2 | -3.1 | -3.0 | 4.7 | 3.7
O=C(NC1CC1(c1ccccc1)c1ccccc1)c1ccccc1 (configuration not stated) | 0.3 | . | 0.6 | 0.0 | -7.9 | -2.8 | . | .
CCC(=O)N1[C@@H]2Cn3c(cccc3=O)[C@H]1[C@@H](C(=O)N1CCCCC1)[C@@H]2CO | -3.4 | 0.0 | 6.1 | 0.3 | 0.5 | -14.8 | -17.0 | 2.9
CCc1ccc(/C(C)=N/NS(=O)(=O)c2ccc(OC)cc2)s1 | 3.2 | -0.3 | 2.6 | 0.1 | -5.2 | -2.3 | -6.1 | -5.3

Sorted by length of the SMILES (smallest number first): three of the compounds above
SMILES | ERp5 inh | E-sel inducer | ERAP1 inh | XiGFP reactiv | RAD52 inh | S100A4 MyoIIA | RAD54 inh | esBAF inh
Cc1ccc(CC2(C)C(=O)Nc3c(Cl)ccc(Cl)c32)cc1 (configuration not stated) | -0.4 | -0.2 | -0.8 | 0.0 | -13.1 | 0.1 | 4.0 | 5.0
CNC[C@H]1Oc2c(NC(=O)c3cnccn3)cccc2C(=O)N([C@@H](C)CO)C[C@H]1C | -5.3 | 0.1 | 4.3 | -0.2 | -3.1 | -3.0 | 4.7 | 3.7
COc1cccc(S(=O)(=O)N2C[C@@H](O)COC[C@@H]3O[C@H](CC(=O)N4CCN(c5ccccc5)CC4)CC[C@H]32)c1 | -0.5 | 0.0 | 0.6 | 0.2 | -23.2 | -16.8 | 3.2 | 0.8

Going on with the list.
SMILES | ERp5 inh | E-sel inducer | ERAP1 inh | XiGFP reactiv | RAD52 inh | S100A4 MyoIIA | RAD54 inh | esBAF inh
CCC(=O)N(C)C[C@H]1Oc2cc(C#CC3CCCC3)ccc2S(=O)(=O)N([C@H](C)CO)C[C@@H]1C | 6.2 | 0.1 | 1.7 | -0.7 | -2.3 | 5.0 | 3.8 | -0.9
COc1cc(C)ccc1OCc1cc(C(=O)NC(c2ccccn2)C(F)(F)F)no1 (configuration not stated) | 0.3 | -0.2 | -1.7 | -0.1 | 2.8 | 2.3 | -9.7 | 10.7
CCCc1cc(C(N)=O)c(NC(=O)c2cc(C)on2)s1 | 4.5 | . | 3.7 | . | -31.9 | -2.6 | 3.0 | 4.2
CCN1CCN(C(=O)C2CCC(=O)N(Cc3cccc(C(F)(F)F)c3)C2)CC1 (configuration not stated) | -3.5 | -0.1 | -1.2 | -0.1 | -9.0 | 0.9 | 6.8 | -3.5
NC(=O)c1ccccc1NC(=O)CN1CCCCCC1 | -0.2 | -0.1 | 1.6 | 0.0 | 5.3 | -1.5 | 2.4 | -0.1
CC1(CC(=O)NNC(=O)Nc2ccccc2)OCCCO1 | 3.7 | . | -6.3 | 0.0 | -3.5 | 5.2 | 2.9 | -2.5
Cc1cc(C)c2oc(=O)cc(CN3CCC(C)CC3)c2c1 | 1.0 | . | -5.1 | 0.4 | -11.1 | -6.2 | -1.8 | -2.6
COc1ccccc1CNC(=O)C[C@H]1C[C@H]2c3cc(NC(=O)Nc4ccc(C(F)(F)F)cc4)ccc3O[C@H]2[C@H](CO)O1 | -4.8 | 0.3 | 1.7 | 0.0 | 2.5 | -4.3 | -5.8 | -1.4
Fc1ccc(-c2nnc(SCc3cccnc3)o2)cc1 | 4.4 | . | 3.9 | 0.0 | -6.6 | -9.2 | . | .
COc1ccccc1-c1ccc([C@H]2[C@H]3CN(C(=O)NC4CCCC4)CCCCN3[C@H]2CO)cc1 | -0.6 | 0.0 | 1.2 | 0.1 | 3.9 | 5.8 | -11.8 | -5.3
CC1CN(S(=O)(=O)c2cccc(C(=O)OC/C(O)=C(\C#N)c3nc4ccccc4[nH]3)c2)CC(C)O1 (configuration not stated) | -3.6 | 1.7 | -1.4 | -0.1 | -32.1 | -1.4 | . | .
COc1ccc(NC(=O)COC(=O)CNC(=O)C2CCCCC2)cc1 | 0.2 | . | 6.1 | 0.3 | -2.3 | -1.1 | . | .
CCc1cccc(NC(=O)C(NC(=O)C2CCCCC2)C(C)C)c1 (configuration not stated) | 2.3 | . | -0.2 | -0.1 | -1.9 | 2.0 | . | -3.7
CCCCOc1ccc(C(=O)CCN2CCCCC2)cc1 | 3.5 | 2.7 | 4.2 | 0.1 | 7.2 | 2.6&4.3 | -4.4 | -2.8
CCOC(=O)/C(=C\Nc1ccc(OCc2ccccc2)cc1)NC(=O)c1ccccc1 | 0.9 | -0.2 | -10.2 | -0.1 | -86.3 | -2.8 | . | .
Oc1ccc(C=Nc2ccccc2-c2nc3ccccc3[nH]2)c(O)c1 | -1.5 | -0.3 | -38.3 | 0.1 | -23.1 | -0.2 | -8.9 | .
O=C1CC(=O)N2CCSC2=N1 | -2.6 | -0.1 | -4.9 | 0.2 | -4.7 | -3.4 | 1.6 | 3.2
OC1(c2ccc(Cl)cc2)CCN(Cc2nc(-c3cnccn3)no2)CC1 | 4.4 | 9.9 | -0.1 | 0.9 | -17.2 | -2.6 | -3.4 | 4.9
COc1ccc(N(C(=O)CNC(=O)c2ccco2)C(C(=O)NCC2CCCO2)c2ccc(OC)c(OC)c2)cc1 (configuration not stated) | -2.4 | -0.1 | 0.4 | 0.4 | -2.6 | -2.4 | -2.1 | 2.4
Cc1ccc(S(=O)(=O)N(C)C[C@H]2Oc3ccc(NC(=O)Nc4ccc(C(F)(F)F)cc4)cc3CC(=O)N([C@H](C)CO)C[C@H]2C)cc1 | -3.9 | 0.6 | 0.8 | -0.6 | 23.3 | -4.2 | 2.7 | 9.0
Cc1noc(C)c1S(=O)(=O)N(C)C[C@H]1OCCCC[C@H](C)Oc2ccc(NS(C)(=O)=O)cc2C(=O)N([C@@H](C)CO)C[C@@H]1C | 1.0 | . | -1.0 | . | 4.1 | 1.8 | -1.1 | -1.7
C[C@@H]1CN([C@H](C)CO)C(=O)c2cc(-c3cccc(C#N)c3)cnc2O[C@H]1CN(C)C(=O)C1CC1 | 9.5 | 0.3 | 1.6 | -0.8 | 5.8 | -6.4 | 4.1 | -12.8
COc1ccc(-n2cc(-c3ccc(Br)cc3)[nH]c2=S)cc1 | -0.8 | 2.8 | 0.2 | -0.1 | -37.8 | 3.0 | -0.8 | 1.2
COC(=O)[C@H]1[C@H](CO)[C@H]2Cn3c(ccc(C4=CCCCC4)c3=O)[C@H]2N1C(=O)C1CC1 | -3.6 | 0.0 | -0.9 | 0.2 | 3.7 | 1.2 | 7.3 | 0.2
C#CCN(Cc1ccco1)C(=O)c1ccc(OC2CCN(Cc3ccccn3)CC2)cc1 | -3.7 | . | 1.5 | 0.1 | -18.3 | 0.2 | 0.7 | .
COCCNC(=O)c1ccc2c(c1)CCN2S(C)(=O)=O | -1.8 | . | -2.9 | 0.1 | -0.6 | -2.6 | . | .
Cc1ccc(S(=O)(=O)N(C)C[C@H]2Oc3ccc(NC(=O)C4CC4)cc3CC(=O)N([C@@H](C)CO)C[C@@H]2C)cc1 | -2.8 | -0.2 | -0.7 | -0.5 | 11.8 | -29.3 | 6.3 | 3.4

Screens deposited in PubChem BioAssay by Broad Institute.
